Screening data from PubChem.
A3G deaminase = inhibitors of human APOBEC3G DNA deaminase | recombinant A3G, ssDNA deamination FAM/TAMRA fluorescence | actives 0.28% (n = 330,000) | AID 493012 | inhibition, % at 20 µM | Q9HC16;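 active = inhibition of at least 40% at 20 µM, with no more than 30% in the related APOBEC3A deaminase screen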;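 also: plate controls were DMSO wells with A3G for no effect and wells lacking A3G enzyme for full effect; some compounds called inactive have numbers as strong as hits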
SENP8 block-1 = blocks the human protease SENP8 | inhibition, % at 10 µM | Q96LD8 | AID 2540 | purified SENP8, Z-RLRGG-aminoluciferin cleavage, luminescence | actives 1.2% (n = 330,000); in the data active = inhibition above about 50%
SENP7 inh = blocks the human protease SENP7. AID 434973. recombinant SENP7, Z-RLRGG-aminoluciferin luminescence, 40 min. Q9BQF6. inhibition, % at 5 µM. actives 1.5% (n = 330,000);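 active = inhibition above about 50% at the single test dose, limit read from the data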;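 also: plate controls were DMSO with enzyme for no effect and no enzyme buffer wells for full effect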
Apaf-1 inh = blocks human Apaf-1 apoptosome activity. O14727. reconstituted apoptosome caspase-3 activity, DEVD-Rh110 fluorescence. inhibition, % at 20 µM. actives 0.71% (n = 330,000); active = inhibition of at least 40% at 20 µM;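 also: plate controls were DMSO wells for no effect and DEVD-CHO caspase inhibitor wells for full effect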
Target sequence (O14727 whole entry, looked up): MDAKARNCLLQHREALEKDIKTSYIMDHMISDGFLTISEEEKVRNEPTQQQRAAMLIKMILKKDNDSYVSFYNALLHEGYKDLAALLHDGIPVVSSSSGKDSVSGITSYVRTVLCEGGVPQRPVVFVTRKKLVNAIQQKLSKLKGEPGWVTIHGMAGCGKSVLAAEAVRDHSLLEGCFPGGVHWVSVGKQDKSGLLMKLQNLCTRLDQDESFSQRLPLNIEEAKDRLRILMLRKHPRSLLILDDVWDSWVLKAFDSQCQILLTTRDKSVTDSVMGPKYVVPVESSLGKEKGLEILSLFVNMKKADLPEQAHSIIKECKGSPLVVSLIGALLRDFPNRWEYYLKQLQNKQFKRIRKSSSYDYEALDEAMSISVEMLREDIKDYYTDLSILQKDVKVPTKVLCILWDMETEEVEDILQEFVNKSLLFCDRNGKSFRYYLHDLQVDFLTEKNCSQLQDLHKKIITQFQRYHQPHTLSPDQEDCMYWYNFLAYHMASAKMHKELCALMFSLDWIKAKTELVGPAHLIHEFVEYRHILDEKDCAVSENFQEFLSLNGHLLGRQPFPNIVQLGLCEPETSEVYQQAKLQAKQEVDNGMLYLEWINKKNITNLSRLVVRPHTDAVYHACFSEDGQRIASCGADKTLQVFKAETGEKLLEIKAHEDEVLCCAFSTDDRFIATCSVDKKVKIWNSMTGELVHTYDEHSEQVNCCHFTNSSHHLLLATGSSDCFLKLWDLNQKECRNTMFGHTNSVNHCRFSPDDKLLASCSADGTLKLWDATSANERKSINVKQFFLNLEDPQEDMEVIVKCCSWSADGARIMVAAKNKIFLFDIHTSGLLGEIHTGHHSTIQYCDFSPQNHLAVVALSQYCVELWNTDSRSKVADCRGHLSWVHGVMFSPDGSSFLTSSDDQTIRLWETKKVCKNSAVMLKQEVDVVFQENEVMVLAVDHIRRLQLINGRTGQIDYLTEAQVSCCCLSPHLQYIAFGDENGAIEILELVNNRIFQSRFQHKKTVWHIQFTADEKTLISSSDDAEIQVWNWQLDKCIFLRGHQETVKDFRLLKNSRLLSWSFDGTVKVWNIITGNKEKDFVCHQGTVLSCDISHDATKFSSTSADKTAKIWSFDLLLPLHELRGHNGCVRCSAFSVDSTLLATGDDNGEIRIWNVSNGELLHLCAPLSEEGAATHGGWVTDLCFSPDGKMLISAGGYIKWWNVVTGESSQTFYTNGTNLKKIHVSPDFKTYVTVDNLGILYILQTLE
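Material: biochemical Apaf-1 apoptosome reconstitution. Medium: Hepes buffer, pH 7.5. Also added: cytochrome c activation, bis-DEVD rhodamine 110 substrate. Timing: 30 min compound preincubation, 50 min activation, room temperature. Measured by: rhodamine 110 fluorescence at Ex 480/Em 540 nm.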
SENP1 inh = blocks the human SENP1 SUMO protease catalytic domain; actives 0.21% (n = 360,000); AID 624204; inhibition, % at 10 µM; Q9P0U3; recombinant SENP1 catalytic domain, CyPet-SUMO1-YPet FRET cleavage;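 active = inhibition at least 30% at 10 µM, raw YFP signal under a set limit, fluorescence ratio 0.5 to 1.5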;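 also: 0% = enzyme with DMSO and 100% = no enzyme wells; some results filed as inactive read as strong as hits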
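System: Recombinant human SENP1 catalytic domain, His6-tagged | Incubation: Enzyme reaction for 50 min at room temperature, dark | Medium: Tris pH 8 with BME, BSA, NP40 and catalase | Also added: 25 nM SUMO1 FRET substrate | Compound: 10 µM single point, 0.5% DMSO | Measured by: FRET fluorescence in CFP and YFP emission channels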
UBC13 polyUb = inhibitors of human UBC13 polyubiquitin chain formation; TR-FRET; actives 0.47% (n = 330,000); inhibition, % at 20 µM; AID 485273; P61088; in the data active = inhibition above about 45%, passing the limit was not always enough
SENP6 inh = SENP6 protease inhibition | inhibition, % at 10 µM | Recombinant SENP6 catalytic domain, aminoluciferin luminescence | AID 2599 | Q9GZR1 | actives 1.8% (n = 330,000);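 active = inhibition above about 50% at the single tested dose, limit read from the data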;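 also: plate controls were DMSO wells with enzyme for no effect and DMSO wells lacking enzyme for full effect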
SENP8 block-2 = blocks human SENP8 cleavage of Nedd8 substrate; actives 0.64% (n = 360,000); recombinant SENP8, Nedd8 substrate fluorescence; AID 602440; inhibition, % at 20 µM; Q96LD8; in the data active = inhibition mostly above about 40%, no sharp cut-off; inactive = mostly below about 27%
* marks the source's active call; other numbers are inactive results; . = not tested or not shown. These rows are one share of the data; rates above refer to the full screens.

mol,A3G deaminase,SENP8 block-1,SENP7 inh,Apaf-1 inh,SENP1 inh,UBC13 polyUb,SENP6 inh,SENP8 block-2
O=C(c1ccc(C(F)(F)F)cc1)C1CCCN(Cc2ccncc2)C1 (centres undefined),-3.8,-1.1,4.0,-4.6,-3.8,21.7,-1.5,4.3
CC(C)(C)[C@]1(O)C[C@@H]2OC(=O)C[C@@]23C(=O)O[C@@H]2OC(=O)[C@@H](O)C213 (some centres undefined),-4.9,6.7,-3.1,-1.4,0.0,13.5,-2.7,20.4
Cc1ccc(N2C(=O)NC(=O)C(CCc3ccncc3)(Cc3cccc(Cl)c3Cl)C2=O)cc1 (centres undefined),-2.9,-6.3,-0.9,16.2,0.2,-6.2,-22.3,10.3
COc1ccc(CN2CCN(c3ccccc3F)CC2)c(OC)c1,-6.7,-10.4,-8.2,-0.1,.,-0.4,-18.1,.
Cc1cc(-c2ccccc2)cc(C)[n+]1Cc1ccccc1,2.6,-3.3,-0.5,1.5,2.3,-1.9,-11.1,8.3
CCOc1ccc(N=Cc2c(O)n(Cc3ccccc3)c(=S)[nH]c2=O)cc1,-6.4,5.4,-4.5,-9.9,-29.3,1.4,-2.4,-123.4
COC(=O)C1=C(c2ccc(-c3ccccc3)c(F)c2)C[C@@H]2CC[C@H]1N2C(=O)NC1CC1,-11.5,-0.7,0.4,17.5,3.3,18.4,27.4,15.4
Cc1cccc(CN(C)C)c1OC(=O)N(C)C,-3.7,0.9,7.7,-2.2,2.5,9.0,-18.4,10.0
C=C(C)[C@H]1CN[C@H](C(=O)O)[C@H]1CC(=O)O,-4.7,-8.1,-2.0,9.0,-1.6,-8.7,-8.4,6.2
O=C(COC(=O)Cc1ccccc1)NC12CC3CC(CC(C3)C1)C2,-1.3,8.2,5.8,1.0,1.7,3.1,7.6,6.0
COc1ccc(CCNC(=O)COC(=O)Cc2ccccc2)cc1,-5.8,-1.1,-0.2,0.4,1.6,-6.4,-3.0,8.9
COc1cc2c3cc1Oc1cc(ccc1O)C[C@@H]1c4c(cc(OC)c(O)c4Oc4ccc(cc4)C[C@H]3N(C)CC2)CCN1C,-3.3,-14.5,-5.6,19.6,1.0,21.7,-6.2,14.0
CCOCCN1CCN(c2nnc3n2-c2ccc(Cl)cc2C(c2ccccc2Cl)=NC3)CC1,-2.3,-6.2,7.9,8.4,0.6,0.2,0.8,10.8
COC(=O)C1=C(c2ccc3ccccc3c2)C[C@@H]2CC[C@H]1N2C(=O)NC(C)C,-5.6,-5.5,8.9,5.6,-1.7,-2.4,2.7,2.0
CN1CCN(c2nc(Cl)ncc2F)CC1,-2.2,7.3,2.4,-12.2,1.8,-0.5,-27.2,7.5
CCC(=O)CC(c1ccc([N+](=O)[O-])cc1)c1c(O)c2ccccc2oc1=O (centres undefined),-4.6,2.0,-2.1,-0.9,0.5,-5.9,4.1,35.1
COCc1c(CN)cnc(C)c1N,0.6,1.3,-0.5,-27.7,-1.4,5.6,4.8,8.3
COC(=O)C1=C(c2ccc(-c3ccccc3)c(F)c2)C[C@@H]2CC[C@H]1N2C(=O)N1CCC(O)CC1,-12.3,0.3,-6.1,13.2,0.4,19.4,-7.5,16.0
CC(=O)c1ccc2c(c1)C1C(Cl)C(Sc3ccccc3[N+](=O)[O-])CC1C(c1ccccc1)N2 (centres undefined),32.3,9.7,12.2,31.7,-2.7,-21.2,14.0,35.4
O=C(c1ccc2c3c(cccc13)CC2)C1CCCN(CC2CC2)C1 (centres undefined),-5.1,6.1,4.5,-0.6,-2.2,31.1,-9.3,-449.0
COC(=O)C1=C(c2ccc(OC(F)(F)F)cc2)C[C@@H]2CC[C@H]1N2C(=O)NCc1cc(C)oc1C(F)(F)F,-5.3,-3.1,-8.9,14.1,1.9,-6.6,-13.7,17.4
COc1cc(CC(=O)N2C[C@H]3C[C@@H](C2)c2cccc(=O)n2C3)cc(OC)c1OC,-6.7,3.8,3.8,-6.0,-0.5,3.5,16.8,-7.7
Clc1ccccc1CN1CCNCC1,-4.4,-6.8,2.8,2.7,1.2,-0.9,-2.8,10.7
CN(C)C(=O)Oc1ccc2nnc3ccnn3c2c1,-6.6,-3.1,2.4,-2.1,-27.4,-5.0,16.0,-109.0
COc1ccc(-n2nc(C(=O)NCC(=O)N3CCC4(CC3)OCCO4)c3ccccc3c2=O)cc1,-7.3,-8.8,-10.3,7.3,3.5,-8.0,-15.0,-137.9
CCS(=O)(=O)Nc1cccc(C(=C2CCCCC2)c2cnc[nH]2)c1,-6.7,-1.5,7.1,-2.4,-1.6,9.9,-15.9,1.3
CC1(C)CC(=O)C=C(NCCN2CCN(C(=O)Cc3ccc(Cl)cc3)CC2)C1,-5.9,4.6,-3.9,-2.0,-1.2,6.6,-7.4,21.9
COc1ccc(C(=O)N/N=C/C23CC[C@@H](O)CC2(O)CC[C@@H]2[C@@H]3CCC3(C)C(C4=CC(=O)OC4)CCC23O)cc1 (some centres undefined),-4.8,-6.8,-2.6,6.0,-3.8,-3.6,-12.8,-7.3
CCCCCC(=O)N[C@@H](c1ccccc1)[C@@H](O)C(=O)O[C@H]1C[C@@]2(O)[C@@H](OC(=O)c3ccccc3)C3[C@](C)(C(=O)[C@H](O)C(=C1C)C2(C)C)[C@@H](OC1OCC(O)C(O)C1O)C[C@H]1OC[C@@]31OC(C)=O (some centres undefined),3.4,4.6,0.4,7.2,3.0,19.4,-7.7,17.2
NC(=O)CSc1nnc([C@@H](N)Cc2c[nH]c3ccccc23)o1,2.5,3.6,4.8,1.2,-2.7,-1.7,17.9,5.6
OCCN(CC#CC(O)(c1ccccc1)C1CCCC1)CCO (centres undefined),-4.2,-3.3,-1.0,-9.3,-0.1,14.9,-8.2,10.2
COC(=O)C1=C(c2ccccc2)C[C@@H]2CC[C@H]1N2C(=O)NCCCOC(C)C,-10.2,5.2,-1.4,-8.4,0.3,4.6,-11.0,18.2
COc1ccccc1N1CCN(C(CNC(=O)Oc2ccccc2)c2cccnc2)CC1 (centres undefined),-1.9,0.9,-7.8,-1.8,-0.9,3.5,3.3,12.9
Cc1cc(N2C(=O)C3CCCN3C2c2ccc(Cl)c(Cl)c2)no1 (centres undefined),-2.0,1.3,5.5,4.4,2.0,5.7,-6.4,4.2
NCc1cc(=O)[nH]o1,-9.9,1.4,6.7,-12.8,-1.7,-1.5,-0.3,-0.9
CCN1C[C@]2(COC(=O)c3ccccc3N)CC[C@H](OC)C34[C@@H]5C[C@H]6[C@H](OC)[C@@H]5[C@](O)(C[C@@H]6OC)[C@@](O)([C@H]13)[C@@H](OC)[C@@H]42,-5.3,-2.8,0.5,9.9,-6.5,5.8,-10.5,-316.6
COCCNP(=O)(c1ccccc1)c1nc2ccccc2s1 (centres undefined),-0.3,6.5,11.1,19.4,.,-12.0,-5.4,.
Cc1ccc2c(c1)=C/C(=C\c1c(O)[nH]c(=S)[nH]c1=O)C(=O)N=2,3.3,12.8,24.0,6.6,.,-6.4,17.8,.
O=P(Nc1cccc(Cl)c1)(Oc1ccccc1)Oc1ccccc1,-11.4,-10.2,-8.5,32.6,1.9,-0.1,-2.2,7.6
CC(=O)Nc1ccccc1C(=O)OCC(=O)c1ccc2c(c1)OCCO2,-4.6,-11.8,-8.8,-11.8,0.0,8.2,2.6,19.3
COC(=O)C1=C(c2cc3ccccc3o2)C[C@@H]2CC[C@H]1N2C(=O)NC(C)C,-12.7,1.6,0.6,-4.1,1.0,8.1,-9.8,14.6
COc1ccc(Cc2c(O)[nH]c(=O)[nH]c2=O)c(OC)c1,-6.4,1.6,5.8,-30.3,0.9,-0.5,-17.3,3.9
CC[n+]1c(/C=C/N(C)c2ccccc2)sc2ccc(Cl)cc21,-0.6,-9.7,1.0,8.9,-72.8,-6.4,-14.7,16.7
CC1=C(C/C(C)=C/c2ccccc2)/C(=C/CO)[C@@H]2OC(=O)O[C@]2(C)C12CC2,-6.5,2.8,-8.8,4.7,-1.0,-2.2,2.6,4.5
O=[N+]([O-])c1ccc(-[n+]2c(-c3ccccc3)cc(-c3ccccc3)cc2-c2ccccc2)cc1,-4.5,6.9,0.8,2.6,1.1,1.4,11.1,2.8
C#CC[N+]1(C)[C@@H]2CC[C@H]1CC(OC(=O)C(CO)c1ccccc1)C2 (some centres undefined),-6.2,-7.4,-0.5,2.7,1.8,-0.6,-14.4,15.0
Cc1ccccc1-n1c(/C=C/c2ccccn2)nc2ccccc2c1=O,-4.7,-2.2,1.9,7.2,1.8,0.2,6.2,2.8
C[C@]12CCC(=O)C[C@H]1CC[C@@H]1[C@@H]2CC[C@]2(C)[C@@H](O)CC[C@@H]12,20.9,-0.9,0.4,15.8,.,8.0,4.5,.
COc1cccc(-n2c(O)c(C=NCCN3CCOCC3)c(=O)[nH]c2=O)c1,-3.3,-4.3,2.9,-3.5,-0.4,6.2,-4.6,18.7
CC(C)N(CC#CCC1(O)c2ccccc2-c2ccccc21)C(C)C,-3.6,2.5,0.5,-8.8,0.5,-0.3,3.5,16.2

3 structures from above, arranged by molecular weight, smallest number first.
mol,A3G deaminase,SENP8 block-1,SENP7 inh,Apaf-1 inh,SENP1 inh,UBC13 polyUb,SENP6 inh,SENP8 block-2
NCc1cc(=O)[nH]o1,-9.9,1.4,6.7,-12.8,-1.7,-1.5,-0.3,-0.9
OCCN(CC#CC(O)(c1ccccc1)C1CCCC1)CCO (centres undefined),-4.2,-3.3,-1.0,-9.3,-0.1,14.9,-8.2,10.2
COCCNP(=O)(c1ccccc1)c1nc2ccccc2s1 (centres undefined),-0.3,6.5,11.1,19.4,.,-12.0,-5.4,.

(list continues)
mol,A3G deaminase,SENP8 block-1,SENP7 inh,Apaf-1 inh,SENP1 inh,UBC13 polyUb,SENP6 inh,SENP8 block-2
CC/C(=N\NC(=S)Nc1ccccc1)c1c(O)[nH]c(=O)[nH]c1=O,16.1,-5.4,-4.4,-19.0,1.2,1.5,-5.6,-164.3
Cc1ccc(CN2CC3CC(C2)c2cccc(=O)n2C3)cc1 (centres undefined),-5.6,-4.3,-7.1,3.3,-6.5,-1.7,-43.9,-1.9
CC(C)(C)n1c(O)c(C=Nc2ccc3c(c2)CCC3)c(=O)[nH]c1=O,3.2,-6.3,-3.2,22.4,0.1,3.4,-17.0,-381.8
CC(C)=CCN1CC[C@@]2(C)c3cc(O)ccc3CC1C2C (some centres undefined),-2.9,-10.0,-8.4,-10.0,0.3,-7.0,-8.6,7.2
N=C1c2ccccc2CN1NC(=O)c1ccc(Cl)cc1,-1.1,6.6,-3.7,-6.3,1.0,6.5,-25.9,10.8
